Lipid storage S3: qHTS Assay for Lipid Storage Modulators in Drosophila S3 Cells. Drosophila S3 cells, BODIPY lipid droplet fluorescence, 18-24 h; cells fed with added oleic acid. Potency in µM for hits, for the others lipid storage change, negative = inhibition, % at the top dose, mostly 46.1 µM. 320,000 tested, 0.64% active; active means well fitted inhibition curve with a large enough effect in the signal ratio, with a control signal flat, not every such curve was filed as active; inconclusive means small, poorly fitted or top-dose-only effect, or effect the other way, or a change in a side signal; the % refers to the signal ratio
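Laser-scanning cytometry quantifies lipid droplet accumulation (500–530 nm total intensity; droplet/cell object ratio) in oleic acid-fed (400 uM added) Drosophila S3 cells treated with a concentration series. 20 uM Triacsin C defined 100% inhibition.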
Lipid storage S3 cell count max: recorded beside Lipid storage S3, whose call it bears; cell number change, %; measured here: cell count max response;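 cells counted by Cell Tracker Red CMTPX staining in the red channel; peak over a dose series mostly up to 46.1 µM; percent activity relative to internal control wells on each plate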
Starred values were filed as active, the others as inactive; i = inactive; ? = inconclusive; / = no result given. On the % scale 0 is the no-effect control and ±100 the full control effect; potency means the concentration at half of the fitted maximal effect. The list is partial; count on the stated rates, not on these rows.

SMILES	Lipid storage S3	Lipid storage S3 cell count max
CC(=NCc1ccc2c(c1)OCO2)C1=C(O)c2ccccc2C1=O	?	/
CCOC(=O)c1sc(NS(=O)(=O)c2cc(C)ccc2C)nc1C	i	/
CCc1ccccc1NC(=S)NC1CC2CCC(C1)N2Cc1ccco1 (configuration not stated)	-8%	1
COc1ccc(N2CC(O)(c3ccc(OC(F)F)cc3)[N+]3=C2CCCC3)cc1 (configuration not stated)	?	/
Cc1cc(N2C(=O)C(O)=C(C(=O)c3cccs3)C2c2cccc(Br)c2)no1 (configuration not stated)	?	/
O=C(NC(CO)(CO)CO)[C@@H]1CCCN1S(=O)(=O)c1cccc2cccnc12	?	/
CN(CC(=O)Nc1ccccc1Cl)C(=O)C1CCN(S(=O)(=O)c2ccc3c(c2)OCCO3)CC1	?	/
O=C(NC1CCS(=O)(=O)C1)Oc1ccc(Cl)cc1 (configuration not stated)	?	/
CCC(=O)N1CCCc2ccccc21	?	/
CSc1ccc(S(=O)(=O)Nc2ccc(N3CCOCC3)c(Cl)c2)cc1	?	/
O=C(NCc1cccnc1)c1ccc(CS(=O)(=O)Cc2ccc(Cl)cc2)o1	?	/
O=C(c1ccc2ccccc2c1)N1CCCCC1	?	/
CCC(CO)NC1=C([N+](=O)[O-])C(=O)CC(C)(C)C1 (configuration not stated)	-4%	-5
O=C1Nc2ccccc2N(O)N1c1ccc(Cl)c(Cl)c1	?	/
CCOc1ncccc1C(=O)Nc1ccc2c(C)cc(=O)oc2c1	i	/
Cc1noc(C)c1S(=O)(=O)N1CCCC1C(=O)NC(C)(C)C (configuration not stated)	?	/
Cc1ccc(Cn2ccc(NC(=O)c3nc4ncccn4n3)n2)cc1	?	/
O=C1Cc2ccccc2C(=O)N1c1cccc(Cl)c1	i	10
Cc1cc(C(=O)COC(=O)c2ccc(O)cc2)c(C)n1CC1CCCO1 (configuration not stated)	?	/
COC(=O)Cn1cc(/C=C/c2cc[n+](C)cc2)c2ccccc21	-23%	-10
O=S(=O)(Nc1ncccn1)c1ccc(NC(=S)Nc2ccc(Cl)cc2)cc1	-6%	5
Nn1c(SCC(=O)Nc2ccc3c(c2)OCCO3)nnc1-c1ccncc1	?	/
Cc1c(NC(=O)CN2CCN(C(c3ccccc3)c3ccccc3)CC2)c(=O)n(-c2ccccc2)n1C	i	7
CCOc1ccc(N(C)S(=O)(=O)c2ccc3[nH]cc(C(=O)NCC4CCCO4)c(=O)c3c2)cc1 (configuration not stated)	?	/
CCc1ccccc1NC(=O)CCN1C(=O)C2C3CCC(C3)C2C1=O (configuration not stated)	5%	17

Part of the list above in order of molecular weight, low to high.
SMILES	Lipid storage S3	Lipid storage S3 cell count max
Cc1noc(C)c1S(=O)(=O)N1CCCC1C(=O)NC(C)(C)C (configuration not stated)	?	/
Cc1ccc(Cn2ccc(NC(=O)c3nc4ncccn4n3)n2)cc1	?	/
CCc1ccccc1NC(=O)CCN1C(=O)C2C3CCC(C3)C2C1=O (configuration not stated)	5%	17
Cc1cc(C(=O)COC(=O)c2ccc(O)cc2)c(C)n1CC1CCCO1 (configuration not stated)	?	/
O=C(NC(CO)(CO)CO)[C@@H]1CCCN1S(=O)(=O)c1cccc2cccnc12	?	/

Additional results follow.
SMILES	Lipid storage S3	Lipid storage S3 cell count max
CCC(C(=O)OCC(=O)N1C(C)CCCC1C)c1ccccc1 (configuration not stated)	-25%	-36
CCOC(=O)CSc1c(-c2cccs2)[nH]c2ccccc12	?	/
CCCCc1ccc(NC(=O)CC(C)C)cc1	?	/
CC12CCC(C(=O)Nc3ccccc3Cl)(C(Br)C1=O)C2(C)C (configuration not stated)	-1%	-5
COc1cc(CNc2cccc3[nH]c(C(F)(F)F)nc23)cc(OC)c1	?	/
COc1ccc([N+](=O)[O-])cc1/C=N/Nc1nn[nH]n1	?	/
O=C(O)c1cccc(S(=O)(=O)Nc2ccc3c(c2)CCC3)c1	i	-4
Cc1ccsc1CNC12CC3CC(CC(C3)C1)C2	10%	10
COc1ccc(-c2csc(NC(=O)CSc3nc4ccccc4c(=O)[nH]3)n2)cc1	?	/
O=C(CN1C(=O)c2cccnc2Oc2ccc(Cl)cc21)N1CCCCCC1	i	18
CCOC(=O)c1sc(NC(=O)c2ccc(Br)o2)cc1C	4%	-14
COc1ccc2[nH]c(=O)c(CN(C(=O)c3ccccn3)C3CCCCC3)cc2c1	9%	8
O=C(Nc1ccc(O)c2c(=O)cc(-c3ccccc3Cl)oc12)c1cccs1	-6%	-12
O=C(Cc1ccccc1)n1nc(-c2ccco2)nc1SCc1ccccc1	?	/
CN(Cc1ccccc1)c1ncnc(N)c1[N+](=O)[O-]	-7%	-5
O=C1CC(O)(c2ccccc2)C(c2ccccc2)=C1c1ccccc1 (configuration not stated)	?	/
COc1ccc(NS(=O)(=O)CC23CCC(CC2=O)C3(C)C)cc1 (configuration not stated)	-15%	6
COc1ccc(C(=O)NCc2ccc(C(=O)NCC(OC)OC)cc2)cc1OC	?	/
CCOc1ccc(CCNC(=O)C2CCCN(c3nn4c(=O)cc(C)nc4s3)C2)cc1 (configuration not stated)	?	/
O=C(O)CNC(=O)CCCn1nnc2ccccc2c1=O	17%	-2
CCCn1c(=O)c2ccccc2n2c(SCCNCCO)nnc12	?	/
CCOc1cc(C)c(C(C)C)cc1S(=O)(=O)n1ccc(C)n1	?	/
COc1ccc(NC(=O)Cn2c(=O)n(CC3CCCO3)c(=O)c3cc(OC)c(OC)cc32)c(OC)c1 (configuration not stated)	?	/
Cc1cc(C(=O)Nc2cccnc2)no1	5%	-1
CC(C)C(=O)N(c1ccc(F)cc1)C1C=CS(=O)(=O)C1 (configuration not stated)	?	/

Pulled one by one from the list above, 7 records:
SMILES	Lipid storage S3	Lipid storage S3 cell count max
O=C1CC(O)(c2ccccc2)C(c2ccccc2)=C1c1ccccc1 (configuration not stated)	?	/
O=C(O)c1cccc(S(=O)(=O)Nc2ccc3c(c2)CCC3)c1	i	-4
COc1ccc([N+](=O)[O-])cc1/C=N/Nc1nn[nH]n1	?	/
CCCCc1ccc(NC(=O)CC(C)C)cc1	?	/
CC12CCC(C(=O)Nc3ccccc3Cl)(C(Br)C1=O)C2(C)C (configuration not stated)	-1%	-5
COc1ccc2[nH]c(=O)c(CN(C(=O)c3ccccn3)C3CCCCC3)cc2c1	9%	8
COc1ccc(C(=O)NCc2ccc(C(=O)NCC(OC)OC)cc2)cc1OC	?	/

Other results
SMILES	Lipid storage S3	Lipid storage S3 cell count max
COc1ccc(/C(O)=C2/C(=O)C(=O)N(c3ccccn3)C2c2ccc(C(C)C)cc2)cc1 (configuration not stated)	i	-19
COc1ccc(/C(C)=N/NC(=O)c2ccccc2N)cc1	?	/
Cc1cc(C)cc(NC(=O)Cc2ccc(NC3=NC4CS(=O)(=O)CC4S3)cc2)c1 (configuration not stated)	-17%	9
CCOC(=O)c1c(NC(=O)CCCN2CCOCC2)sc2c1CC(C)(C)OC2	3%	-8
Cn1c(-c2ccccc2O)cc2ccccc21	?	/
Cc1ccccc1-c1ccc(CN2CCN(C)C(CCO)C2)cc1 (configuration not stated)	7%	-11
COc1cc(NC(=O)CSc2nc3c(c(=O)[nH]2)CCCC3)cc(OC)c1OC	0%	13
COC(=O)Nc1nnc(-c2ccco2)s1	?	/
COc1cc(OC)c(C(=O)OCC(=O)NCC2CCCCC2)cc1OC	?	/
O=C(O)c1ccc(COc2ccccc2/C=C2\NC(=O)N(Cc3ccccc3)C2=O)cc1	?	/
Cc1ccc2[nH]c(=O)c(CN(Cc3ccc4c(c3)OCO4)Cc3nnnn3C3CCCC3)cc2c1	?	/
CCN(CC)Cc1c(CC(C)C)oc(C)c1C(=O)O	?	/
c1ccc2nc3c(cc2c1)CCCCC3	?	/
O=C(O)c1ccccc1NC(=S)NC(=O)c1cccc2ccccc12	?	/
Cc1cccc(-n2nc3c(c2NC(=O)c2c(F)cccc2F)CS(=O)(=O)C3)c1C	i	8
CC(NC(=O)c1cc(S(=O)(=O)N2CCCC2)ccc1Cl)c1ccccn1 (configuration not stated)	12%	13
CCC(=O)c1ccc(N2CCCCC2)c(F)c1	5%	-2
CC1CN(C)C(C)c2c1oc1ccc(N)cc21 (configuration not stated)	7%	15
COC(=O)c1ccc(COc2ccc(/C=N/NC(N)=S)cc2)o1	0%	10
Cc1cccc(-n2c(SCC(=O)NCc3ccc4c(c3)OCO4)nc3ccccc3c2=O)c1	?	/
COc1ccc2nc(-c3ccccn3)[nH]c2c1	?	/
